# High-throughput results (PubChem)
# influenza NS1A = H1N1 influenza NS1A inhibitors, functional cell based assay (AID 504329); NS1A functional cell-based assay, percent inhibition; higher % means a stronger effect; inhibition, % at 12.5 µM; hits with a dose series show IC50 in µM; hit rate 0.3% among 340,000; in the data active = a potency from the dose series; inconclusive = inhibition above about 27% without an active follow-up result; also: strong numbers were not always called active
# M. tuberculosis HTS = M. tuberculosis growth inhibition, HTS (AID 449762); M. tuberculosis H37Rv growth inhibition, 7H9 media; higher % means a stronger effect; inhibition, % at 25 µM, or IC50 in µM where a hit was titrated; hit rate 0.59% among 330,000; in the data active = a potency from the dose series; inconclusive = inhibition above about 70% without an active follow-up result;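 also: bacterial growth assessed after seven days of incubation; strong numbers were not always called active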
# M. tuberculosis = growth inhibition of non-replicating M. tuberculosis (AID 488890); Mycobacterium tuberculosis non-replicating, growth inhibition; higher % means a stronger effect; one-dose inhibition, % at 25 µM; IC50 in µM for titrated hits; hit rate 0.39% among 320,000; in the data active = a potency from the dose series; inconclusive = inhibition mostly from about 82% at the one dose, without a potency; inactive = the rest, 99 in 100 with inhibition below about 76%;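 also: plate controls were DMSO cells for no effect and high antibiotic wells for full effect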
# Salmonella PhoP GFP = Inhibition of PhoP regulon, Salmonella typhi GFP reporter cells, confirmation, 4 h (AID 1850). one-dose inhibition, % at 50 µM; IC50 in µM for titrated hits. hit rate 0.33% among 310,000. Salmonella Typhi PhoP-promoter GFP reporter, fluorescence, 4 h; higher % means a stronger effect; in the data active = a potency from the dose series; inconclusive = inhibition mostly from about 25% at the one dose, without a potency; inactive = the rest, 99 in 100 with inhibition below about 19%;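 also: 0% = induced wells with vehicle and 100% = uninduced wells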
# VEEV TC-83 Vero = inhibitors of VEEV TC-83 cytopathic effect, confirmation, Vero cells (AID 588727); Vero cells, VEEV TC-83 cytopathic effect inhibition; higher % means a stronger effect; one-dose inhibition, % at 20 µM; IC50 in µM for titrated hits; hit rate 0.13% among 350,000; in the data active = a potency from the dose series; inconclusive = inhibition mostly from about 14% at the one dose, without a potency; inactive = the rest, 99 in 100 with inhibition below about 12%; also: strong numbers were not always called active
# VEEV TC-83 Vero 10K pilot screen = second read-out of VEEV TC-83 Vero, no call of its own (marks repeat the call); inhibition, %; measured here: 10K pilot screen inhibition
# * = called active by the depositor; i = inactive; ? = inconclusive; nt = not tested or not shown.
SMILES,influenza NS1A,M. tuberculosis HTS,M. tuberculosis,Salmonella PhoP GFP,VEEV TC-83 Vero,others
CC(OC(=O)c1cc(=O)[nH]c2ccccc12)C(=O)NC1CCCCC1C (configuration not stated),7%,4%,27%,-4%,1.2%,
Cc1cc(C)c2cc(C#N)c(SCC(=O)Nc3ccc4c(c3)OCO4)nc2c1,2%,2%,-6%,0%,1.0%,
O=C(NCc1ccncc1)c1cccc(F)c1,5%,-13%,4%,-7%,2.3%,
Cc1ccc(C2=NN(CC(=O)NCCN(C)C)C(=O)CC2)cc1,-6%,-1%,-2%,9%,i,
CC(C)(C)n1nc2c(c1NC(=O)COc1ccc(Cl)cc1)CS(=O)(=O)C2,-2%,-12%,-2%,-2%,1.7%,
Cc1c(C)n(CCc2c[nH]c3ccccc23)ccc1=O,8%,-4%,16%,0%,0.9%,
O=C(COC(=O)CCC(=O)c1ccc(Cl)cc1)NCC1CCCO1 (configuration not stated),7%,-14%,13%,3%,1.4%,VEEV TC-83 Vero 10K pilot screen=0.7
Cc1ccc(-c2cc(C(=O)NCc3cccs3)no2)cc1,1%,-5%,9%,-9%,0.7%,
Cc1c(C(=O)N2CCCc3ccccc32)oc2ccc(S(=O)(=O)N3CCOCC3)cc12,29%,-1%,15%,-1%,i,
O=C(NC1CCCCC1)C1CC(=O)N(c2ccc(Cl)cc2)C1 (configuration not stated),-3%,-2%,9%,1%,0.1%,
COCCCNC(=O)C1CC(=O)N(c2ccc(C)cc2)C1 (configuration not stated),-2%,-4%,0%,4%,2.5%,
CC(C)CCN1C(=O)c2ccc(C(=O)Nc3ccccc3C(=O)O)cc2C1=O,-1%,-1%,28%,4%,1.6%,
O=C(CCN1CCCCC1)N1CCc2c([nH]c3ccccc23)C1c1cccnc1 (configuration not stated),-18%,nt,nt,nt,3.2%,
Cc1ccc(S(=O)(=O)Nc2cccc(Oc3cnccn3)c2)cc1,nt,15%,-2%,7%,1.6%,
Cc1ccc(C)c(S(=O)(=O)Nc2ccccc2C(=O)Nc2cc(C)on2)c1,-11%,1%,4%,-4%,i,
Cc1cc(NC(=O)COC(=O)c2cc(S(=O)(=O)N(C)C)ccc2Cl)no1,-15%,2%,2%,nt,1.7%,
O=C(Nc1ccc(OC(F)F)c(Cl)c1)C(c1ccccc1)c1ccccc1,-10%,7%,18%,-9%,3.2%,
COC(=O)CC1C(=O)NCCN1C(=O)CSc1nnnn1-c1ccc(OC)cc1 (configuration not stated),-4%,3%,-2%,4%,i,
O=C(/C=C/c1ccccc1)OCC(=O)N1CCCC1,-2%,2%,-10%,nt,1.5%,
CC(=O)Nc1ccc(C2Nc3cc(C)c(C)cc3NC3=C2C(=O)CC(C)(C)C3)cc1 (configuration not stated),-1%,-1%,-19%,-5%,i,
C=CCCCCCCCCC(=O)NNC1=CC(=O)CC(C)(C)C1,-5%,2%,-7%,-15%,i,
CCn1c(SCC(=O)Nc2ccc(OC)cc2)nc2c1c(=O)n(C)c(=O)n2C,7%,5%,4%,-33%,0.5%,
Cc1ccc(C(=O)O)c(C(=O)Nc2nc3ccccc3s2)c1,-22%,-2%,nt,-4%,0.3%,
COc1ccc(S(=O)(=O)N2CCCC(N(C)CCc3ccccc3)C2)cc1OC (configuration not stated),-1%,5%,21%,10%,i,
O=S(=O)(c1ccccc1)N1CCN(c2cccc(Cl)c2)CC1,-10%,5%,61%,-2%,0.3%,

# (more compounds)
SMILES,influenza NS1A,M. tuberculosis HTS,M. tuberculosis,Salmonella PhoP GFP,VEEV TC-83 Vero,others
Cn1nnc(NC(=S)NC(=O)Cc2ccccc2)n1,nt,3%,27%,6%,1.2%,
CS(=O)(=O)c1ccc2nnn(OCC(=O)Nc3cccc(C#N)c3)c2c1,16%,3%,14%,-3%,0.1%,
Cn1c(SCc2cccc(F)c2)nnc1-c1cnccn1,4%,7%,48%,-2%,2.2%,
COc1cccc(OCc2nnc(SCC(=O)OC3CCCCC3)n2C)c1,-4%,?,?,-2%,i,
COc1ccc(CNC(=O)CC23CC4CC(CC(C4)C2)C3)cc1,0%,-12%,18%,0%,1.5%,
c1ccc(C(Cc2nc(-c3ccccn3)no2)c2ccccc2)cc1,1%,23%,-15%,-5%,8.6%,VEEV TC-83 Vero 10K pilot screen=5.9
O=C(CCN1C(=O)C2CC=C(Cl)CC2C1=O)NCc1ccco1 (configuration not stated),5%,0%,-1%,8%,i,
Clc1ccc(CSc2ncccn2)cc1,-3%,-3%,7%,-10%,1.2%,
Cc1nc(Sc2nnnn2-c2ccccc2)c(C#N)c(C)c1C,7%,-4%,6%,-20%,2.5%,
S=C(Nc1ccc(Cl)c(Cl)c1)N1CCOCC1,-10%,2%,-6%,-6%,2.6%,
CCC(C)Nc1nc2c(c(=O)[nH]c(=O)n2C)n1CCCc1ccccc1 (configuration not stated),-1%,-7%,3%,18%,1.1%,
CCN1CCN(Cc2ccc(NC(=O)c3ccc(C)c(NC(=O)c4cncc(-c5cccs5)c4)c3)cc2C(F)(F)F)CC1,-13%,nt,nt,nt,i,
COc1ccccc1NC(=O)CS(=O)(=O)c1cn(CC(=O)N2CCOCC2)c2ccccc12,-10%,-6%,-8%,11%,2.1%,
COc1ccccc1-c1noc(-c2ccccc2C(=O)Nc2ccccc2)n1,7%,4%,-6%,-6%,1.7%,
Cc1ccc(OCc2cc(C(=O)NCC(C)(C)N3CCOCC3)no2)cc1C,-6%,2%,3%,14%,8.1%,
O=c1c2ccccc2oc2cc(-c3ccc4[nH]ccc4c3)ccc12,2%,-2%,56%,5%,1.5%,
COc1ccc(Nc2nc3ccccc3s2)cc1,2%,4%,5%,-7%,i,
CCCC(C)NC(=O)CN1C(=O)NC2(CCc3ccccc32)C1=O (configuration not stated),-7%,2%,7%,-10%,1.2%,
NC(=O)C1(NC(=O)[C@@H]2CC3(CC(c4cccc(NC(=O)[C@@H]5CCC(=O)N5)c4)=NO3)CN2C(=O)Cc2ccc(C(F)(F)F)cc2)CC1 (some centres not stated),-3%,-7%,-3%,2%,1.0%,
C=C(C)CN=c1scc(C)n1/N=C/c1ccco1,9%,4%,22%,5%,i,
Cc1ccc(C(=O)Nc2cccc(C(=O)NC3CCCCC3)c2)cc1,-4%,5%,1%,8%,7.8%,
COc1ccc(-c2cc(C(F)(F)F)c3c(=O)n(-c4ccccc4)[nH]c3n2)cc1,26%,24%,21%,6%,0.1%,
O=C(CN(C(=O)CNS(=O)(=O)c1ccccc1)C1CCCC1)NCc1ccco1,0%,0%,-6%,36%,0.5%,
CC(=O)c1ccc(OCc2cc(C(=O)N3CCC(Oc4ccccc4C)CC3)no2)cc1,-8%,?,?,-1%,0.4%,
Cc1ccc2nc(SCC(=O)Nc3cccc(F)c3)nc(=O)n2c1,-1%,-6%,-25%,4%,0.1%,

# Additional records follow:
SMILES,influenza NS1A,M. tuberculosis HTS,M. tuberculosis,Salmonella PhoP GFP,VEEV TC-83 Vero,others
CC(C)(C)OC(=O)NCCCC[C@H](NC(=O)c1nc[nH]c1C(=O)N1CCN(c2ccccc2)CC1)C(=O)OC(C)(C)C,2%,0%,74%,2%,5.6%,
Cc1nc(NCc2cccnc2)c2c3c(sc2n1)CCCC3,nt,4%,7%,-2%,7.5%,
Cc1ccccc1-c1nc2ccc(Cl)cc2c(=O)n1O,-8%,4%,?,0%,i,
O=C(NC(=S)Nc1ccc(N2CCOCC2)c(Cl)c1)c1cccs1,2%,3%,65%,-9%,2.8%,
COc1ccc(C(=O)NCc2nnc(SCC(=O)N3CCc4ccccc43)n2CCc2ccccc2)cc1,4%,5%,33%,-9%,1.2%,
CCn1c(CSCc2ccc(F)cc2)nnc1SCC(=O)NCc1ccccc1,0%,-5%,23%,-1%,1.8%,
COCCCNC(=O)CSc1nc2ccccc2c(=O)n1CCC(=O)NCCc1ccc(OC)c(OC)c1,2%,2%,19%,-9%,0.2%,
CN(C)c1ccc(C(C#N)c2ccc(Cl)cc2)nn1 (configuration not stated),-5%,-1%,8%,-6%,0.4%,
C[C@H](NC(=O)N1CCn2c1nc1ccccc12)C(=O)NCc1ccc2c(c1)OCO2,-1%,-9%,20%,-4%,0.6%,
COC(=O)c1ccc(CNC(=O)c2coc3ccccc3c2=O)cc1,-16%,-4%,31%,-25%,0.7%,
CC1CN(C2CCN(C(=O)c3ccccc3Cl)CC2)CC(C)O1 (configuration not stated),-5%,6%,-2%,15%,0.9%,
O=C(/C=C/c1cccc([N+](=O)[O-])c1)NCCSCc1ccccc1Cl,-1%,-2%,46%,-3%,0.3%,
CCC(NC(=O)c1cc(COc2c(F)cccc2F)on1)c1ccncc1 (configuration not stated),-1%,-2%,-4%,5%,0.5%,
NC(=O)CSc1nnc(-c2cnccn2)n1-c1ccccc1,-15%,1%,0%,-3%,0.8%,
O=C(Cn1cc([N+](=O)[O-])cn1)Nc1cccnc1,-1%,-5%,-1%,7%,0.4%,
CCOC(=O)CC1(NC(=O)c2cc(COc3cccc(OC)c3)on2)CCCCC1,1%,7%,2%,-49%,i,
COc1ccc(N2C(=O)/C(=C/c3cccnc3)NC2=S)cc1,-8%,6%,23%,2%,1.4%,
Cc1ccc(C)n1-c1ccc(-n2cnnn2)cc1,1%,-9%,12%,-4%,i,
Cc1cc(C)nc(SCC(=O)Nc2ncc(Cc3ccc(Cl)c(Cl)c3)s2)n1,17%,-10%,-9%,-2%,0.8%,
Brc1ccc(OCc2ccccc2)c(CNCC2CCCO2)c1 (configuration not stated),-13%,0%,46%,7%,0.3%,
Cc1nn(-c2cc(N3CCCC3)ccc2[N+](=O)[O-])c(=O)c2ccccc12,10%,-4%,11%,7%,1.3%,
CC(C)=CCCC(C)CCO (configuration not stated),7%,0%,3%,nt,i,
Cc1cc(N2CCOCC2)nc2ccc(NC(=O)CCC(=O)N3CCCCC3)cc12,-14%,-6%,9%,7%,1.1%,
CCOc1cc2[nH]c(=S)n(C3CC3)c(=O)c2cc1OCC,-3%,5%,-14%,-4%,6.9%,
CC(C)C(=O)Nc1nnc(SCC(=O)N2c3ccccc3CC2C)s1 (configuration not stated),-5%,-3%,0%,-9%,5.5%,

# 6 entries out of the list, arranged by molecular weight, ascending.
SMILES,influenza NS1A,M. tuberculosis HTS,M. tuberculosis,Salmonella PhoP GFP,VEEV TC-83 Vero,others
CC(C)=CCCC(C)CCO (configuration not stated),7%,0%,3%,nt,i,
Cc1nc(NCc2cccnc2)c2c3c(sc2n1)CCCC3,nt,4%,7%,-2%,7.5%,
Cc1nn(-c2cc(N3CCCC3)ccc2[N+](=O)[O-])c(=O)c2ccccc12,10%,-4%,11%,7%,1.3%,
O=C(NC(=S)Nc1ccc(N2CCOCC2)c(Cl)c1)c1cccs1,2%,3%,65%,-9%,2.8%,
Cc1cc(N2CCOCC2)nc2ccc(NC(=O)CCC(=O)N3CCCCC3)cc12,-14%,-6%,9%,7%,1.1%,
COCCCNC(=O)CSc1nc2ccccc2c(=O)n1CCC(=O)NCCc1ccc(OC)c(OC)c1,2%,2%,19%,-9%,0.2%,

# Later entries:
SMILES,influenza NS1A,M. tuberculosis HTS,M. tuberculosis,Salmonella PhoP GFP,VEEV TC-83 Vero,others
CCc1ccccc1OCCCN1CCCC1,0%,-2%,4%,-4%,i,
Cc1onc(-c2ccccc2)c1C(=O)NC(=S)NNC(=O)c1ccco1,nt,20%,22%,-7%,2.0%,
CCOC(=O)Cc1csc(/N=C/c2c(O)n(-c3ccc(C)cc3C)c(=O)c3ccccc23)n1,5%,-14%,-4%,0%,0.9%,
CNc1nc2[nH]c(=O)c3c(c2s1)OC(N)=C(C#N)C3c1cccc(F)c1 (configuration not stated),-4%,-4%,-6%,11%,1.8%,
NC(=O)Cc1ccc(C(=O)c2ccc(Cl)cc2)s1,-5%,5%,48%,-9%,1.1%,
O=C(COC(=O)c1cncc(Br)c1)NCC12CC3CC(CC(C3)C1)C2,5%,nt,nt,nt,1.0%,
CCOc1cc(C(=O)Nc2ccc3c4c(cccc24)C(=O)N3CC)cc(OCC)c1OCC,-1%,4%,9%,-5%,2.7%,
CCOC(=O)C(NC(=O)CC)(Nc1ccc(S(=O)(=O)Nc2onc(C)c2C)cc1)C(F)(F)F (configuration not stated),-7%,3%,58%,2%,i,VEEV TC-83 Vero 10K pilot screen=0.5
O=C(NNS(=O)(=O)c1ccccc1)c1ccncc1,-2%,-3%,10%,1%,i,
COc1cccc(-c2c(NC(=O)c3ccco3)n(-c3ccc(C)cc3)nc(C)c2=O)c1,-26%,3%,6%,-11%,1.8%,
O=C(NC(=S)N1C[C@H]2C[C@H](C1)c1cccc(=O)n1C2)c1ccc(Cl)cc1,-4%,-10%,36%,0%,i,
CCC1(CC)C(=N)N(C)C(=O)NC1=O,-6%,4%,-4%,-6%,0.4%,
